# ERK EGF block – EGF-driven ERK pathway inhibition | HEK293-V1b, EGF-stimulated phospho-ERK AlphaScreen | Potency, µM (titrated, usually from 11.5 µM), for the others: at the top dose activity change, negative = inhibition, usual class: inhibitors | 0.41% of 130,000 active | AID 1454; active means well fitted inhibition curve with a large enough effect; inconclusive means small, poorly fitted or top-dose-only effect, or effect the other way;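 further: plate controls were stimulated vehicle wells for no effect and unstimulated vehicle basal for full effect; nearly all actives have a fitted effect of over 55% in size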
#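 HEK293 cells stably expressing V1b receptor, serum-reduced (1% FBS) overnight, pretreated 30 min with compound, then stimulated 5 min with 25 nM EGF; phospho-ERK detected by AlphaScreen SureFire. AC50 from Hill fits, normalized to DMSO and EGF.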
# * marks the source's active call; other numbers are inactive results; ? = inconclusive; & = joins results of further samples; [ ] = another dose, or the depositor's remark. Potency means the concentration at half of the fitted maximal effect. A portion of the library. The share of hits here may be higher or lower than overall.
SMILES	ERK EGF block
Clc1cccc(Cl)c1CSc1nnc(-c2ccncc2)s1	16%[57.5 µM]
COc1ccc(CNC(=O)c2cc(-c3ccncc3)nc3c(C)cc(C)cc23)cc1OC	-10%
N#C/C(=N\Nc1ccc(Cl)c(Cl)c1)C(=O)C1CC1	12%[57.5 µM]
CCCOc1ccc(NC(=O)C(=O)NCCCn2ccnc2)cc1	1%
CC(=O)NC(=S)Nc1ccccc1N1CCCCC1	-14%
O=C(CNC(=O)c1ccc(-c2ccccc2)cc1)OCc1c(F)cccc1Cl	4%
CC(=O)Nc1ccc(-c2csc(NC=C3C(=O)OC(C)(C)OC3=O)n2)cc1	-2%
COc1cc2nc(CN3CCN(C(c4ccccc4)c4ccccc4)CC3)[nH]c(=O)c2cc1OC	-14%[57.5 µM]
Cc1ccc(O)c(-c2cc(-c3cccc(Br)c3)n[nH]2)c1	8%
O=C(CCNC(=O)c1ccc([N+](=O)[O-])cc1)Nc1nccs1	-9%
CNCC[C@@H](Oc1ccc(C(F)(F)F)cc1)c1ccccc1	4%
CCOc1ccc(CNC(=O)c2ccco2)cc1	9%
CC1(C(=O)O)C=CCN1C(=O)c1ccccc1 (centres undefined)	?
CCOCCCNC(=O)Cn1nc(-c2ccccc2)ccc1=O	2%
CCOc1ccc(CCNC(=O)C2=C(C)C(=O)OC23CCC(C)CC3)cc1OCC (centres undefined)	1%
CC(C(=O)O)n1cc(Cl)cn1 (centres undefined)	-1%
CC(=O)N1[C@H](Cc2ccccc2)C=C[C@]1(C)C(=O)NCCc1c[nH]c2ccccc12	-6%
O=S(=O)(c1ccc(N2CCCC2)nc1)N1CCCC1	-8%
CCN(CC)CC#CCOC(=O)C(O)(c1ccccc1)C1CCCCC1 (centres undefined)	-4%[57.5 µM]
NC(=O)CC[C@@H]1NC(=O)[C@H](CO)NC(=O)c2cc([N+](=O)[O-])cc(I)c2OCC[C@@H](C(N)=O)NC1=O	-5%
O=C(/C=C\Nc1ccc2c(c1)OCO2)c1ccc2c(c1)OCO2	-9%
Cc1cccc(CSCc2ccc(C(=O)NCC3CCCO3)o2)c1 (centres undefined)	5%
COc1ccc(NC(=S)Nc2ccc(S(N)(=O)=O)cc2)c(C)c1	-6%[57.5 µM]
CC(=O)NC(=S)NNC(=O)COc1ccc([N+](=O)[O-])cc1	0%
COc1nc(OC)nc(N2CCC(C(=O)NC3CC3)CC2)n1	-5%
Cc1nc2cnc(OCc3ccccc3)nc2n(Cc2ccc(F)cc2)c1=O	13%
COc1cccc(CC2(CO)CCCN(Cc3nc(-c4cccs4)oc3C)C2)c1 (centres undefined)	1%
Cc1ccc(C)n1-c1cccc(C(=O)Nc2ccccc2)c1	-1%[57.5 µM]
CC(=O)Nc1ccc(NC(=S)NC(=O)/C=C/c2ccccc2)cc1	3%
Cc1ccc(SC[C@H](Cc2ccccc2)N2CCN(C)CCC2=O)cc1	13%[57.5 µM]
Cc1cc(C)nc(SCc2csc(-c3ccccc3)n2)n1	1%
COc1ccc(OC)c(NC(=O)COC(=O)Cc2ccc(Br)cc2)c1	8%
COc1ccc(OC(C)c2ccc(C#N)c(=O)[nH]2)cc1 (centres undefined)	0%
COC(=O)c1cccc(NC(=O)CSc2nc(O)c(-c3ccccc3)c(=O)[nH]2)c1	-10%
O=C(Cn1ncc(Cl)c(Cl)c1=O)NC1CCS(=O)(=O)C1 (centres undefined)	3%[57.5 µM]
COC(=O)c1ccccc1NC(=O)Cn1c(=O)n(CCC(=O)NC2CCN(Cc3ccccc3)CC2)c(=O)c2ccccc21	7%[57.5 µM]
CC(C)Cc1csc(NC(=O)c2ccc(Br)cc2)c1C(=O)O	1%[57.5 µM]
COc1c(O)cc(O)cc1O	-5%
COc1ccc(Cn2c(O)c(/C=N/NC(=O)c3cccnc3)c3ccccc3c2=O)cc1	-1%
COc1ccc2cc(/C(C)=N/NC(=O)C3CC3)ccc2c1	-1%
CC(=O)NCCc1c[nH]c2ccc(O)cc12	0%&6%
COC(=O)c1sccc1NC(=O)c1cnc2cc(C)nn2c1C	-2%
COc1ccc(-c2csc(N3CCN(c4cc(C)nc5ccccc45)CC3)n2)cc1OC	-21%
CC1=C(/C=C/C(C)=C/C=C/C(C)=C/C(=O)Nc2ccc(O)cc2)C(C)(C)CCC1	?
O=C(N/N=C1/CCS(=O)(=O)c2ccc(F)cc21)c1cccnc1	0%
O=C(C(=O)N1CCN(c2ccc(F)cc2)CC1)N1CCCCC1	6%
O=C(O)CC1S/C(=N/N=C/c2ccccn2)NC1=O (centres undefined)	0%[57.5 µM]
CC(=O)OCC1=C(C(=O)O)N2C(=O)C(NC(=O)C(C)Cn3cc(Cl)cn3)C2SC1 (centres undefined)	?
NS(=O)(=O)c1ccc(CCNC(=O)c2ccc(C#CC3(O)CCCCC3)cc2)cc1	?
CN(C)c1ccc(N2C(=O)CC(Nc3ccc(N4CCOCC4)cc3)C2=O)cc1 (centres undefined)	-3%
O=C(CC1Sc2ccccc2NC1=O)NCc1cccc(Cl)c1 (centres undefined)	-5%
COc1cc2[nH]c3c(Cl)ncnc3c2cc1OC	2%
CCOc1ccc(NC(=O)Cn2c(=O)n(CC3CCCO3)c(=O)c3ccccc32)cc1 (centres undefined)	-6%
Cc1ccc(S(=O)(=O)N2CCOCC2)cc1NC(=O)CNC1CCCC1	-8%[57.5 µM]
Cc1cccc(NC(NC(=O)c2ccccn2)C(Cl)(Cl)Cl)c1 (centres undefined)	-7%
Cc1ccc(S(=O)(=O)NC(=O)COc2ccccc2C)cc1	-8%
CCOC(=O)c1c(C(=O)OCC)c(C)n(Cc2cc(OC)c(OC)c(OC)c2)c1C	-2%
COc1ccc2c(CC(=O)OCC(=O)Nc3sc4c(c3C#N)CCC(C)C4)coc2c1 (centres undefined)	-3%
CC(OC(=O)/C=C/c1ccco1)C(=O)Nc1cccc([N+](=O)[O-])c1 (centres undefined)	-2%
Cc1ccccc1NC(=S)NCCO	-6%

# Random excerpt: 5 entries already listed.
SMILES	ERK EGF block
Cc1ccccc1NC(=S)NCCO	-6%
NS(=O)(=O)c1ccc(CCNC(=O)c2ccc(C#CC3(O)CCCCC3)cc2)cc1	?
CCOc1ccc(NC(=O)Cn2c(=O)n(CC3CCCO3)c(=O)c3ccccc32)cc1 (centres undefined)	-6%
COc1ccc2c(CC(=O)OCC(=O)Nc3sc4c(c3C#N)CCC(C)C4)coc2c1 (centres undefined)	-3%
Cc1ccc(S(=O)(=O)NC(=O)COc2ccccc2C)cc1	-8%

# Other records
compound,ERK EGF block
O=C(Nc1csnn1)c1csnn1,0%[57.5 µM]
CC(C1CC1)N(Cc1ccccc1)C(=S)Nc1ccccc1 (centres undefined),7%
NC(=O)CC(NC(=O)Cc1cccc2ccccc12)c1ccc(N2CCc3ccccc3C2)c([N+](=O)[O-])c1 (centres undefined),0%[57.5 µM]
NC(=O)CC(NC(=O)Cc1cccc2ccccc12)c1ccc(NCc2ccc(F)c(F)c2)c([N+](=O)[O-])c1 (centres undefined),-9%[57.5 µM]
Cc1nn(CC(=O)NCCc2ccccc2)c(C)c1[N+](=O)[O-],-8%
OC[C@@H](O)[C@@H](O)CCc1ccccc1,-8%
C/C(=N\OCC(=O)O)c1ccc(Cl)cc1,15%[57.5 µM]
CCCN(CCC)C(=O)C1CC(=O)OC12CCOC(C)(C)C2 (centres undefined),4%
O=C(N=Nc1c(O)n(C2OC(=O)c3ccccc32)c2ccccc12)c1ccco1 (centres undefined),3%[57.5 µM]
COc1cc(/C=C2/SC(=S)N(CC3CCCO3)C2=O)ccc1O (centres undefined),5%
COc1cccc(CNC(=O)CN(C)S(=O)(=O)c2cccc3cccnc23)c1,-6%[57.5 µM]
COc1cc([N+](=O)[O-])cc2sc(NC(=O)C(C)(C)C)nc12,-11%
O=[N+]([O-])c1cccc(-c2nc(-c3ccccn3)no2)c1,-14%[57.5 µM]
CC(C)(C)C1C/C(=C/c2ccco2)C(=O)/C(=C/c2ccco2)C1 (centres undefined),3%
O=C(CNC(=O)c1ccco1)N/N=C/c1ccccc1[N+](=O)[O-],5%

# A few values from the results shown:
# `COc1c(O)cc(O)cc1O` | ERK EGF block = -5%
# `NC(=O)CC[C@@H]1NC(=O)[C@H](CO)NC(=O)c2cc([N+](=O)[O-])cc(I)c2OCC[C@@H](C(N)=O)NC1=O` | ERK EGF block = -5%
# `Cc1cc(C)nc(SCc2csc(-c3ccccc3)n2)n1` | ERK EGF block = 1%
# `CCCOc1ccc(NC(=O)C(=O)NCCCn2ccnc2)cc1` | ERK EGF block = 1%
# `CN(C)c1ccc(N2C(=O)CC(Nc3ccc(N4CCOCC4)cc3)C2=O)cc1` (centres undefined) | ERK EGF block = -3%
# `CCN(CC)CC#CCOC(=O)C(O)(c1ccccc1)C1CCCCC1` (centres undefined) | ERK EGF block = -4%[57.5 µM]

# Additional results
compound,ERK EGF block
COCCCNC(=S)N/N=C/c1ccc(N(C)C)cc1,3%
CCOC(=O)c1sc2nc(CSc3ccccc3)nc(N3CCCN(C)CC3)c2c1C,?
O=C(COC(=O)CCSc1ccccc1)Nc1cc(F)ccc1F,5%
CCN(CC)CC1(O)CCN(C(=O)c2ccc(Cl)c(Cl)c2)CC1,-3%
O=[N+]([O-])c1ccc(F)c(N=Cc2ccc(Br)s2)c1,5%
Cn1ccnc1/C(=N\NC(=O)c1ccccc1)c1cccc([N+](=O)[O-])c1,-8%
CCOC(=O)C1(CC2CCCCO2)CCN(Cc2cc3ccccc3[nH]2)CC1 (centres undefined),?
COCCN=C1NN=C(c2ccc(C)c([N+](=O)[O-])c2)CS1,-12%
O=C(CSC(=S)N1CCOCC1)c1ccccc1,9%
O=C(NC(=S)Nc1ccc2oc(=O)ccc2c1)c1ccco1,4%[57.5 µM]
O=C(NCC1CCCO1)c1ccccc1S(=O)(=O)c1ccc([N+](=O)[O-])cc1 (centres undefined),0%
OC1CCCN(C(=S)NCc2ccccc2)C1 (centres undefined),-1%
O=c1c(-c2cccc([N+](=O)[O-])c2)[n+]([O-])c2ccccc2n1O,-1%[57.5 µM]
COc1ccc2nc(/N=C(\N)NC(=O)C(C)(C)C)nc(C)c2c1,6%[57.5 µM]
COC(=O)c1c(NC(=O)c2ccccc2)sc(C(N)=O)c1C,-4%

# Given field by field: 4 of the compounds above.
CC(OC(=O)/C=C/c1ccco1)C(=O)Nc1cccc([N+](=O)[O-])c1 (centres undefined)
  ERK EGF block: -2%

Cc1ccccc1NC(=S)NCCO
  ERK EGF block: -6%

O=C(Nc1csnn1)c1csnn1
  ERK EGF block: 0%[57.5 µM]

CC(C1CC1)N(Cc1ccccc1)C(=S)Nc1ccccc1 (centres undefined)
  ERK EGF block: 7%

# (listing goes on)
compound,ERK EGF block
COc1cccc(Cn2c(=O)c(-c3cccs3)nc3cnc(N4CCN(C)CC4)nc32)c1,?
COc1ccc(CCCc2nnc(SCC(=O)Nc3ccccc3F)o2)cc1,-2%
Cc1nc(SCC(=O)Nc2ccccn2)n[nH]1,0%
O=C(O)C1CC=CCC1C(=O)Nc1cccnc1 (centres undefined),-1%
O=C1NN(c2ccccc2)C(=O)/C1=C/c1ccc(Sc2ccc(Cl)cc2)o1,28µM*
Cc1ccc(CNc2ccc3nnc(-c4ccccc4)n3n2)cc1,4%
Clc1cccc(NCc2ccccc2)n1,-3%
O=[N+]([O-])c1cccc(S(=O)(=O)c2ccc(NCCO)c([N+](=O)[O-])c2)c1,1%
S=c1[nH]nc(Cn2cnc3ccccc32)n1-c1ccccc1,-1%
S=C(NCc1ccccc1)Nc1cccc(Cl)c1,7%
COc1cccc(-n2c(N)c(-c3nc4ccccc4[nH]3)sc2=S)c1,7%
O=C(NC1CC1)c1ccc2c(Cl)c3c(nc2c1)CCCC3,-10%
CN(CCC#N)C(=O)COC(=O)c1cc(Cl)cc(Cl)c1N,-11%
COc1cccc(OCC(=O)NNC(=O)c2cnccn2)c1,11%
COc1ccc(CNC(=O)Cn2nc(C(F)(F)F)cc2C)cc1,-15%
Cc1ccc(N(CC(=O)NN=C2CCN(C)CC2)S(=O)(=O)c2ccc(C)cc2)cc1,-6%
Cc1cccc(C)c1NC(=O)C1(N2C(=O)CC2c2ccccc2)CCCCC1 (centres undefined),-3%
COc1ccc(C(=O)OCC[N+]2(C)CCOCC2)cc1,1%
CCOC(=O)c1n[nH]n(-c2cc(Cl)cc(Cl)c2)c1=O,-5%[57.5 µM]
COC(=O)CCCC1=CC2=CC(=O)C(C)(OC(=O)c3cccs3)C(=O)C2=CO1 (centres undefined),-1%
CCCCCCCc1c(O)nc(SCCN(C)C)[nH]c1=O,3%[57.5 µM]
COc1cc2nc(/C=C/c3cc(OC)c(OC)c(OC)c3)sc2cc1SC,?
CS(=O)(=O)NN1C(=O)c2ccccc2NC1c1ccccc1O (centres undefined),1%
CCN1CCN(CC(=O)NC2CCCCC2)C(=O)C1=O,8%
CCOC(=O)C1=C(N)n2c(s/c(=C\c3ccco3)c2=O)=C(C(=O)OC(C)C)C1c1ccco1 (centres undefined),?
O=C(COc1ccc(-n2ccnc2)cc1)Nc1cccc(Cl)c1,4%
COc1cccc(CNC(=O)c2cc(COc3c(F)cccc3F)on2)c1,-8%[57.5 µM]
N#Cc1nc(Cc2ccccc2)oc1N1CCCC1,-1%
COc1ccccc1NC(=O)c1cc(Br)ccc1Cl,-1%
CCCCN(CCCC)Cc1ccc(C(=O)NNC(=O)Nc2ccc(F)cc2)o1,-8%
Cc1ccc(NC(=O)c2cccc(S(=O)(=O)N(C)c3ccccc3)c2)cc1S(=O)(=O)N1CCOCC1,1%
Clc1ccc2c(c1)[C@H]1OCC[C@H]1[C@@H](c1ccco1)N2,-6%[57.5 µM]
O=C(CC1Sc2ccccc2NC1=O)NCc1ccccc1 (centres undefined),10%[57.5 µM]
COc1ccc(NC(=O)CN2CCN(c3nc(-c4ccc(F)cc4)cs3)CC2)c(OC)c1,-9%
COc1ccc(N(C)S(=O)(=O)c2cccc(C(=O)NC3CCCC3)c2)cc1,?
